Screening results (PubChem BioAssay)
S2 tox: Viability Counterscreen for Primary qHTS for Inhibitors of ATXN expression; S2 cells (HEK-293 line with an ATXN2-luciferase reporter) viability, CellTiter-Fluor protease fluorescence, 24 h; Potency, µM (highest dose often 56.7 µM), actives largely listed as cytotoxic; 400,000 tested, 0.49% active; further: potency means the concentration at half of the fitted maximal effect; nearly all actives have a fitted effect of over 40% in size
MmCpn inh: Inhibitors of TCP-1 ring complex (TRiC) of Methanococcus maripaludis (MmCpn): qHTS; AID 504842, 2011; purified Mm-Cpn ATPase, ADP Transcreener TR-FRET; 330,000 tested, 0.031% active; Potency, µM (doses to about 76.9 µM), without a hit: at the highest dose activity, negative = inhibition, actives largely listed as inhibitors; further: potency means the concentration at half of the fitted maximal effect; on the % scale 0 is the no-effect control and ±100 the full control effect; nearly all actives have a fitted effect of over 80% in size
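Compound-treated chaperonin, 25 nM final, turns over 10 uM ATP at 37°C for 30 min following a 10 min preincubation; ADP generated competes with ADP-d2 for Eu-cryptate antibody, lowering FRET.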
HepG2 viability: qHTS for Inhibitors of TGF-b: Cytotox Counterscreen; HepG2 CAGA-GFP viability, ATP luminescence, 18 h; Potency, µM (series often up to 46.1 µM), for inactives: at the top dose activity change, negative = cytotoxicity, usual class: cytotoxic; 410,000 tested, 0.76% active; further: potency means the concentration at half of the fitted maximal effect; some results filed as inactive show a strong effect at the top dose
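CellTiter-Glo luminescence gave cytotoxicity after 18 hours at 37 degrees C. The cells were HepG2 CAGA-GFP in 1% FBS DMEM, stimulated with 500 pg/mL TGF-beta after compound addition. %Activity was normalised to no-cell wells (complete cell-killing) and DMSO (no toxicity), and curves were fitted and classified.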
Nrf2 inh: Nrf2 qHTS screen for inhibitors; 360,000 tested, 2.1% active; Potency, µM (highest dose often 46 µM), inactives show top-dose activity change, negative = inhibition, most hits filed as inhibitors; A549 ARE-Fluc reporter, luciferase luminescence, 18-24 h; AID 504444, 2011; further: potency means the concentration at half of the fitted maximal effect; on the % scale 0 is the no-effect control and ±100 the full control effect; nearly all actives have a fitted effect of over 60% in size
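Nrf2 activity is the BugLite luminescence, read 15 min after reagent at room temperature, following CellTiter-Fluor cytotoxicity readout (30 min, 37C). Compound titrations were applied for 18-24 h to 5000 A549 ARE_Fluc cells/well in 5% FBS OPTI-MEM.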
A549 viability: Nrf2 qHTS screen for inhibitors: counterscreen for cytotoxicity; A549 ARE-Fluc cells, CellTiter-Fluor viability, 18-24 h; Potency, µM (titrated, usually from 46 µM), for the others: at the highest dose activity change, negative = cytotoxicity, usual class: inhibitors; 390,000 tested, 0.16% active; AID 504648, 2011; further: potency means the concentration at half of the fitted maximal effect; on the % scale 0 is the no-effect control and ±100 the full control effect
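A549 ARE_Fluc cells in 5% FBS OPTI-MEM were exposed to compounds in concentration-response for 18-24 h at 37 deg C. Viability was read by CellTiter-Fluor fluorescence (Ex 405/Em 525) after 30 min, before the luciferase read.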
Akt phos inh: HTS Assay for Inhibitors of Akt Phophorylation: Primary Screen | 360,000 tested, 0.32% active | Neuro2A IGF-stimulated pAkt S473 HTRF, 20 min; hits give low values | activity change, % for hits at 50 µM; in the data active means activity change below about -80%; inconclusive means mostly about -51% to -80%; further: on the % scale 0 is the no-effect control and ±100 the full control effect
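Neuro2A cells in DMEM with 0.5% FBS, overnight at 37 deg C, given compound at single 50 µM final, then IGF (6 nM final) for 20 min at 37 deg C. Lysed; phospho-Akt Ser473 by HTRF after 24 h, 665/615 ratio.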
TGFb SMAD3 inh: qHTS for Inhibitors of TGF-b; HepG2 CAGA-GFP TGF-b/SMAD3 reporter, GFP fluorescence, 18 h; TGF-beta stimulated, 500 pg/mL final; Potency, µM (doses to about 46.1 µM), inactives show at the highest dose activity, negative = inhibition, hits mostly inhibitors; 410,000 tested, 1.2% active; AID 588855, 2011; further: potency means the concentration at half of the fitted maximal effect; on the % scale 0 is the no-effect control and ±100 the full control effect; nearly all actives have a fitted effect of over 65% in size
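Cell-based qHTS in HEPG2 carrying a CAGA-GFP Smad reporter; compounds added before 500 pg/mL final TGF-beta, 18 h incubation at 37 degrees C, GFP fluorescence quantified per cell by imaging cytometry.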
Nrf2 activator: qHTS of Nrf2 Activators; AREc32 ARE-luciferase reporter (MCF7-derived line), luminescence, 24 h; Potency, µM (titrated, usually from 46.1 µM), for the others: top-dose activation, hits mostly activators; 410,000 tested, 0.31% active; AID 624171, 2012; further: potency means the concentration at half of the fitted maximal effect; % of control where 0% means no effect; nearly all actives have a fitted effect of over 65% in size
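Steps: seed AREc32_Fluc cells (1000/well, 5% FBS OPTI-MEM); incubate overnight at 37 deg C; add 23 nL compound; incubate 24 hr; add Steady-Glo; hold 30 min RT; read luminescence.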
CCT modulator: High-Throughput Screening for Modulators of Cytosolic Chaperonin Activity; purified chaperonin ATPase assay, HTRF ADP detection, 30 min; activity change, % (test concentration not listed), hits read low; 360,000 tested, 0.3% active; AID 651819, 2012; in the data active means activity change below about -30%; further: on the % scale 0 is the no-effect control and ±100 the full control effect
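First, chaperonin was dispensed at 40 nM or 20 nM final depending on batch activity. Next, compounds were pinned at 76 uM and ATP added at 10 uM. After 30 min at 37 °C, ADP detection reagents ran 30 min at ambient temperature.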
Starred values were filed as active, the others as inactive; i = inactive; ? = inconclusive; · = not tested or not shown; & = joins results of further samples; [ ] = another dose, or the depositor's remark. Unless noted, the call rests on the fitted dose curve; in most records, active means well fitted curve in the direction sought with a large enough effect; inconclusive means small, poorly fitted or top-dose-only effect, or another doubt; inactive means no such curve, though single readings can be large; an effect the other way counts as inactive or inconclusive.

SMILES	S2 tox	MmCpn inh	HepG2 viability	Nrf2 inh	A549 viability	Akt phos inh	TGFb SMAD3 inh	Nrf2 activator	CCT modulator
Cn1c(Cn2c(=O)sc3ccccc32)nnc1SCC(=O)Nc1ccc2c(c1)OCO2	i	·	-1.3%	2.0%	0.6%	i	-7.8%	-0.8%	-0.2
COc1ccc(OC(=O)c2cc3cc(Cl)ccc3oc2=O)cc1	i	0.1%	-6.0%	?	9.4%	i	6.0%	-0.1%[9.22 µM]	0.4
O=C(CCCOc1ccccc1)Nc1ncccn1	i	0.3%	7.5%	2.4%	4.0%	i	-8.7%	-0.3%	-1.8
CCOc1ccc(NC(=O)CSC2=Nc3ccccc3C3=NC(CCC(=O)NCc4ccccc4)C(=O)N23)cc1 (stereo unspecified)	i	·	-38.9%	·	-13.2%	·	-0.7%	0.9%	·
O=C(O)c1cccc([N+](=O)[O-])c1C(=O)Nc1cccc2ccccc12	i	?	15.1%	-3.4%	2.7%	i	-0.8%	3.3%	0.3
Cc1ccc(NC(=O)CCCC2CCCCC2)c(O)c1	i	1.9%	-20.5%	3.4%	-7.5%	i	-14.5%	0.3%	-1.1
CCN(CC)CCNc1ccc(CO)c2oc3ccccc3c(=O)c12	i	·	-55.0%	·	·	i	?	3.6%	1.2
COc1ccc(Br)cc1C(C[N+](=O)[O-])c1c(N)n(C)c(=O)n(C)c1=O (stereo unspecified)	·	1.7%	15.8µM*	?	-12.7%	i	10µM*	?	-0.6
C=Cc1ccc(Cn2c(C(=O)O)c(CNCc3ccccc3)c3ccc(OC)cc32)cc1	·	·	-50.6%	15.4%	?	·	·	0.0%	·
O=C(NCc1ccncc1)C1CCN(S(=O)(=O)c2ccc(Cl)c(C(F)(F)F)c2)CC1	i	0.2%	2.5%	-7.5%	6.6%	i	0.0%	-0.2%	0.6
Cc1ccc(OCCSc2nc3ccccc3n2CCC(=O)O)cc1	i	2.0%	0.6%&-25.3%	-16.3%	-0.5%&-1.8%	i	-0.6%&12.1%	-0.4%&0.0%	-1.0
CCCS(=O)(=O)N1CCCC(C(=O)NCCCN2CCCC2=O)C1 (stereo unspecified)	i	0.5%	-7.9%	-3.8%	1.7%	i	-3.6%	0.6%	-3.1
CN(C)CCCN(C(=O)c1ccc(S(=O)(=O)N(C)C)cc1)c1nc2cc3c(cc2s1)OCO3	i	-2.5%	-9.6%	-5.1%	0.2%	i	3.4%	-0.1%	-3.0
Cc1c(Cl)cccc1NC(=S)N(Cc1cccs1)C1CCCC1	i	-1.7%	0.3%	-7.9%	-0.1%	i	0.0%	-0.5%	-7.3
Cc1ccc(NC2=NCC(=O)N2C2CCCC2)cc1	i	1.6%	0.5%	14.3%	6.2%	i	2.1%	-0.5%	-4.1
O=C(CCCc1cccs1)N1CCN(S(=O)(=O)c2ccccc2Br)CC1	i	1.5%	-0.1%	?	1.1%	i	0.8%	-0.5%	-2.7
Cc1ccccc1C(=O)Nc1nnc([C@@H]2C[C@H](O)[C@@H](CO)O2)s1	i	·	0.6%	·	·	·	12.9%	2.4%	-0.1
Nc1ccc(NC(=O)c2cccs2)c(Cl)c1	i	0.6%	1.2%	13.6%	5.2%	i	5.4%	4.1%	-1.1
Cc1c(NC(=O)COC(=O)CCC(=O)c2ccc(Cl)cc2)c(=O)n(-c2ccccc2)n1C	i	-1.2%	6.5%	-4.4%	-2.2%	i	15.5%	0.1%	0.0
CCN1CCN(CCC(=O)Nc2ccc(F)c(F)c2)CC1	i	-0.2%	9.6%	-2.5%	-4.7%	i	-21.4%	-0.8%	0.0
COc1cccc(C2c3[nH]c4ccccc4c3CCN2C(=O)c2ccccc2F)c1OC (stereo unspecified)	?	-22.9%	6.8%	?	-4.3%	i	?	-0.1%	-6.0
O=P1(NC2CCCCC2)OCC2(CO1)COP(=O)(NC1CCCCC1)OC2 (stereo unspecified)	i	·	8.9%	0.7%	-1.1%	i	6.1%	-0.1%	-2.1
COc1ccccc1CNC(=O)c1nn(C)c2c1CS(=O)(=O)c1ccccc1-2	i	1.4%	-8.0%	2.3%	2.4%	i	-7.5%	-0.8%	-2.6
Cc1occc1-c1nnc(SCC(=O)N(C)c2ccccc2)n1C	i	-1.0%	5.2%	5.4%	-0.6%	i	-13.2%	0.4%	1.2
O=c1[nH]cnc2scc(-c3ccsc3)c12	i	-19.1%	-5.5%	-12.7%	1.1%	i	3.9%	0.1%	-2.2
CC(C)CCOCc1nc2sc3c(c2c(=O)[nH]1)CCC(C)C3 (stereo unspecified)	i	-4.9%	-2.7%	25.3%	-6.0%	i	42.2%[activator]	-0.4%	-1.3
O=C(/C=C/c1ccccc1)N1CCC(c2ccccc2)C1 (stereo unspecified)	?	1.1%	1.2%	?	-5.5%	i	6.0%	0.6%	-0.7
CC1CCCC1/C(=N/O)c1ccccc1 (stereo unspecified)	i	1.0%	-1.2%	0.4%	0.9%	i	-13.0%	0.6%	-0.7
CC1CCC2(CC1)NC(=O)N(CC(=O)N1CCN(S(=O)(=O)c3ccccc3)CC1)C2=O (stereo unspecified)	i	0.5%	-20.1%	0.0%	1.6%	i	-1.7%	-0.2%	-0.7
O=C(CCS(=O)(=O)Cc1ccccc1)N1CCN(c2ccc([N+](=O)[O-])cc2)CC1	i	0.9%	-3.7%	-11.3%	-13.7%	i	-4.8%	-0.6%	-1.4
CCOC(=O)/C(N=Nc1c(Br)cc(Br)cc1Br)=C(\C)O	i	-0.2%	-17.7%	-3.3%	9.6%	i	10.0%	0.2%	-0.3
O=C(Nc1ccc(Br)cc1)N1CCc2ccccc2C1	i	0.9%	-6.4%	24.7%	0.7%	i	-22.6%	0.4%	0.6
COc1cccc(CC(=O)OCC(=O)N2CCN(c3ccc(F)cc3)CC2)c1	i	-2.8%	-36.6%	6.2%	3.8%	i	5.8%	-0.1%	1.7
O=C(O)C1C2CCC(C2)C1C(=O)NCc1ccccn1 (stereo unspecified)	i	-4.8%	7.6%	3.6%	-12.7%	i	-4.2%	0.3%	2.9
CC(C)(C)OC(=O)NNC(=O)C12CC3CC(CC(C3)C1)C2	?	0.4%	-19.6%	-5.8%	-1.2%	i	?	-0.5%	-0.3
COc1ccc(Cl)cc1NS(=O)(=O)c1cccc(C(=O)NCC(c2ccco2)N(C)C)c1 (stereo unspecified)	i	-0.9%	3.6%	5.2%	-3.1%	i	-4.6%	-0.8%	-4.0
CCCCNC(=O)c1cc2n(n1)C(C(F)(F)F)CC(c1ccccc1)N2 (stereo unspecified)	i	-0.1%	-18.2%	·	-1.1%	i	-6.2%	0.1%	-0.8
Cc1cc(N2C(=O)C(O)=C(C(=O)c3cc4ccccc4o3)C2c2ccc(Br)cc2)no1 (stereo unspecified)	i	?	-60.4%	?	?	i	-15.0%	0.1%	0.1
COC(=O)c1ccccc1NC(=O)Nc1ccc(Br)cn1	i	2.0%	21.6%	21.2%	-8.5%	i	27.1%	0.4%	-7.7
CCOC(=O)C1=C(c2ccccc2)NC(=S)NC1C (stereo unspecified)	?	-2.1%	8.6%	-22.1%	-3.0%	i	20.1%	0.1%	-0.9
CCOC(=O)C(=O)Nc1nnc(CCc2ccccc2)s1	i	0.3%	-1.8%	-17.1%	-1.3%	i	-19.8%	-0.7%	-4.0
O=C(CSc1nnc(-c2ccco2)o1)Nc1cccc([N+](=O)[O-])c1	i	0.4%	9.2%	15.8%	-2.3%	i	-11.6%	2.4%	-1.0
COc1ccc(-c2nc3ccc(NS(=O)(=O)c4ccc(Cl)cc4)cc3o2)cc1	?	·	-104.6%	-32.3%	-7.2%	·	?	-1.4%	·
COC(=O)N1CCCCC1c1cc(C(=O)NCc2ccc(F)cc2)no1 (stereo unspecified)	i	·	3.8%	·	·	i	27.3%	-0.7%	-1.4
CN1CCN(c2ccc(Cl)cc2NC(=O)CN2C(=O)NC(C)(c3ccccc3)C2=O)CC1 (stereo unspecified)	i	0.8%	-7.0%	12.3%	-10.4%	i	11.7%	6.4%	1.0
CCC(=O)Nc1nc2ccccc2n1Cc1ccccc1	i	-4.1%	-0.7%	·	-13.1%	i	-21.2%	-0.3%	-0.8
Cc1ccc(Cl)cc1NC(=O)CSc1nnc(C)n1-c1ccccc1	i	1.4%	-14.9%	?	-14.7%	·	-35.1%	0.0%	-2.0
CCOC(=O)c1c(-c2ccccc2)csc1NC(=O)CSc1nnnn1C	i	-5.9%	-32.0%	-1.4%	1.9%	i	13.4%	-0.8%	-0.5
COc1ccc(/C=C2\SC(=O)N(CCNC(=O)C3CSC4(C)CCC(=O)N34)C2=O)cc1 (stereo unspecified)	?	2.7%	4.7%	?	-10.3%	i	4.4%	3.7%	0.5
CS(=O)Cc1cc(Sc2ccccc2)nc(-c2ccncc2)n1 (stereo unspecified)	i	0.4%	-5.3%	-2.1%	2.9%	i	0.9%	3.9%	-0.4
O=C(NCc1ccccc1Cl)C1CCC(CNS(=O)(=O)c2ccc(Cl)cc2)CC1 (stereo unspecified)	·	·	-15.7%	·	16.3%	·	0.0%	-1.0%	·
Cc1cc(C)cc(C(=O)OCC(=O)N2CCCC2)c1	i	?	-0.6%	9.3%	0.0%	i	10.9%	4.3%	1.7
CCOc1ccccc1NC(=O)CN(C)S(=O)(=O)c1ccc2[nH]c(=O)oc2c1	i	4.0%	-11.8%	12.0%	-0.5%	i	8.9%	-0.7%	-0.7
